# CDK5 p35 inh: inhibitors of human CDK5/p35 kinase, primary screen, biochemical, single concentration; Cyclin-dependent kinase 5 (Homo sapiens) + Cyclin-dependent kinase 5 activator 1 (Homo …; inhibition, % at 10 µM; actives 0.01% (n = 330,000); AID 488839, 2010; Recombinant CDK5/p35, ADP-Glo luminescence, 60 min;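 active means highest replicate inhibition of at least 50% and at least 75% of replicates reaching 50%; inconclusive means only one of the two criteria met; inactive means both criteria failed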;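 further: plate controls were DMSO neutral control for no effect and GW8510 at 10 µM for full effect; many of its hits are not listed in these tables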
# Target sequence (Q00535 whole entry, looked up): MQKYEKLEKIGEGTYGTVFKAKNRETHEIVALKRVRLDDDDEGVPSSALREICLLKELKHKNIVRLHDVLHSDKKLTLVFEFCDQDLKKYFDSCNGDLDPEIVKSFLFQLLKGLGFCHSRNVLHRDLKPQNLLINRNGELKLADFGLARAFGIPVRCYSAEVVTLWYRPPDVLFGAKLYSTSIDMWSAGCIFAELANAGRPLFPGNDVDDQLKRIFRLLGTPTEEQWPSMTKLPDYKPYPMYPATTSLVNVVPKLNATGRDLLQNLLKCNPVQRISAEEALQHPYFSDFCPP
# Target sequence (Q15078 whole entry, looked up): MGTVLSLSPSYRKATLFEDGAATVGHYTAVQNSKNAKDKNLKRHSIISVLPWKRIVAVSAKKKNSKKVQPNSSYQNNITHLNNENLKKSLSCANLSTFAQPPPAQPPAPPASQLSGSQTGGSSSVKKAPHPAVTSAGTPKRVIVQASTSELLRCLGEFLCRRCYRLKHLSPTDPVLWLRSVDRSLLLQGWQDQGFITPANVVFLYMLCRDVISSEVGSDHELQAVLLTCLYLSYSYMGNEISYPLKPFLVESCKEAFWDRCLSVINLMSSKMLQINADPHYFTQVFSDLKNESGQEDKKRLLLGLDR
# Tat export inh: E. coli Tat export inhibitors, primary screen, MC4100, TorA-mCherry reporter, fluorescence, single point | AID 488895, 2010 | inhibition, % at 10 µM | actives 0.036% (n = 340,000);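 active means mean replicate inhibition at least 50% and at least half of replicates individually reaching 50%; inconclusive means only one of the two criteria met; inactive means neither criterion met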;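 further: exported cargo escapes ClpAP degradation while cytoplasmic cargo is degraded and loses fluorescence; 0% = median of neutral control wells and 100% = median of NaSCN control wells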
# V-ATPase pH: regulators of yeast V-ATPase proton pumping, primary screen, pHLuorin cytosolic pH fluorescence | S. cerevisiae | response, % at 10 µM | actives 0.37% (n = 350,000) | AID 504577, 2011; in the data active means response mostly above about 7.3%, no sharp cut-off; inactive means mostly below about 5.4%; further: actives read high; inactives centre near 0; some compounds called inactive have numbers as strong as hits; reference of the scale not given here
# CAL PDZ FP-1: CAL PDZ peptide-binding inhibitors, primary screen, biochemical, fluorescence polarization, Cer-tagged CAL PDZ, HTS; Golgi-associated PDZ and coiled-coil motif-containing protein (Homo sapiens), Q9HD26; AID 504414, 2011; actives 0.02% (n = 330,000); purified CAL PDZ, TMR-peptide fluorescence polarization, 1 h; inhibition, % at 20 µM;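 active means highest replicate inhibition of at least 40%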;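 further: plate controls were DMSO neutral control wells for no effect and unlabeled competitor peptide control wells for full effect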
#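 Assay system – tagged CAL PDZ protein CerCALP, purified · Timing – 1 h at RT · Compound – single point, 20 µM · Measured by – fluorescence polarization from S- and P-plane intensities, G-factor corrected · Evaluation – inhibition from polarization loss · Probe or stimulus – TMR reporter peptide T*-PRC34 · Buffer or medium – pH 7.4 phosphate-saline buffer, reducing agent, detergent, IgG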
# Rtt109 Vps75: inhibitors of C. albicans Rtt109/Vps75 HAT, primary screen, biochemical, ThioGlo CoA-SH fluorescence, plate reader; Histone acetyltransferase RTT109 (Candida albicans (strain SC5314 / ATCC MYA-2876)), …; purified Rtt109/Vps75, 4 h; inhibition, % at 34.9 µM; actives 0.16% (n = 330,000); AID 540336, 2011;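 active means inhibition of at least 50% in every replicate; inconclusive means best replicate reaches 50% inhibition but some replicates fall short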
# RTF Ca sens act: cardiac RTF calcium sensitivity activators, primary screen, biochemical, IANBD-TnC fluorescence, EC20 calcium | AID 493008, 2010 | Troponin I, cardiac muscle (Homo sapiens) + Troponin T, cardiac muscle (Homo sapiens) + … | IANBD-labeled TnC RTF fluorescence at EC20 calcium; 0% EC20 calcium, 100% full calcium | actives 0.24% (n = 340,000) | activation, % at 7.2 µM;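 active means activation above the mean over all tested compounds plus 3 SD, cut at about 30% in these data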;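 further: rise in fluorescence read as greater calcium sensitivity of cardiac thin filaments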
# Wnt act: Wnt/beta-catenin pathway activators, primary screen, cell-based, plate reader, single point | AID 743398, 2014 | actives 1.2% (n = 300,000) | activation, % at 9.35 µM | Wnt/beta-catenin reporter cell assay, activator; in the data active means activation above about 30%, passing the limit was not always enough; inconclusive means no clear call, values can overlap the other calls;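 further: 0% = neutral control wells and 100% = positive control wells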
# MITF TRPM1 HTS: activators of MITF-driven TRPM1 promoter reporter, primary screen, cell-based, SK-MEL-5, luciferase, single point; activation, % at 12.5 µM; AID 588334, 2011; actives 0.75% (n = 300,000); SK-MEL-5 TRPM1-promoter luciferase, 24 h; % of positive control, neutral wells = 0;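 active means mean activation of at least 80% with every replicate also reaching 80%; inconclusive means mean reaches 80% but some replicate falls short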;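 further: 0% = neutral control wells and 100% = parthenolide positive control wells; values of inactives mirror those of a sister screen read the other way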
# dFosB activator: activators of delta FosB homodimer, primary screen, biochemical, fluorescence polarization, TAMRA-CDK5 oligo, single point. activation, % at 25 µM. Protein FosB (Mus musculus), P13346. purified delta FosB; percent of positive-control signal above neutral wells. actives 0.99% (n = 340,000);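 active means mean activation above about 17%, with every replicate also reaching it, limit read from the data, passing the limit was not always enough; inconclusive means only one of the two conditions met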;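 further: fluorescence polarization rise as delta FosB binds a TAMRA Cdk5 AP-1 oligo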
# Target sequence (P13346 whole entry, looked up): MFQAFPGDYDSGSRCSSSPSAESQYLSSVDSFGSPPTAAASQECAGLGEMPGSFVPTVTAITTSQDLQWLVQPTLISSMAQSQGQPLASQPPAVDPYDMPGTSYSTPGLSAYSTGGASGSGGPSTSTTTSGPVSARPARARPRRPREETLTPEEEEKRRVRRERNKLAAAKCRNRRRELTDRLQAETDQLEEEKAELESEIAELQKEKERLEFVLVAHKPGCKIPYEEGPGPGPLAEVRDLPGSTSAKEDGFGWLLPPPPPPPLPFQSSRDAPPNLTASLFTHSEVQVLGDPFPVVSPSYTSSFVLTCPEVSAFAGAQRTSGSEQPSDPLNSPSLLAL
# CAL PDZ FP-2: untagged CAL PDZ binding inhibitors, primary screen, biochemical, fluorescence polarization, HTS; Golgi-associated PDZ and coiled-coil motif-containing protein (Homo sapiens), Q9HD26; purified CAL PDZ, TMR-peptide fluorescence polarization, 1 h; AID 602252, 2012; inhibition, % at 24.9 µM; actives 0.92% (n = 300,000);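 active means mean inhibition of at least 30% with at least half of replicates also reaching 30%; inconclusive means no clear call, values can overlap the other calls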;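 further: 0% = DMSO neutral control and 100% = excess unlabeled competitor peptide PRC23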
# An asterisk follows results filed as active; u = inconclusive; x = no result given. The order is random. Share with any hit: about 4.1%.
SMILES,CDK5 p35 inh,Tat export inh,V-ATPase pH,CAL PDZ FP-1,Rtt109 Vps75,RTF Ca sens act,Wnt act,MITF TRPM1 HTS,dFosB activator,CAL PDZ FP-2
S=c1[nH]nc(-c2ccccn2)n1/N=C/c1ccc(Cl)cc1,1.2,-3,-2,0.9,2,-5,1,-1,0,2
N#C/C(=C\c1cc(O)c(O)c(O)c1)C(N)=O,7.7,-3,1,-0.5,-3,1,-1,-5,13,-27
COc1ccc(NC(=O)NCCN2CCN(c3cccc(Cl)c3)CC2)cc1,0.5,-2,1,-1.0,4,3,-2,x,-7,x
Cc1ccc(S(=O)(=O)CCNC(=O)Cc2ccccc2)cc1,-2.8,3,2,-0.4,-5,-5,-2,8,1,-2
CC(C)[C@H](NC(=O)OC(C)(C)C)c1nnc(SCc2cccc(F)c2)o1,0.1,-1,-3,x,15,5,x,x,-11,-4
COC(=O)c1sc2nc(CSc3ccc(Br)cc3)[nH]c(=O)c2c1C,0.2,5,3,0.2,-2,5,-4,-3,5,-2
O=C(c1cccs1)c1coc2ccc(O)cc12,-0.6,0,-3,-1.6,-7,0,51*,94*,1,-6
CCOC(=O)c1csc(NC(=O)c2ccc(S(=O)(=O)N3CCCC3)cc2)n1,0.5,11,-2,-2.1,u,8,-4,-3,9,-4
CCC1=NN(C(=O)Cc2ccc(OC)c(OC)c2)C(O)(C(F)(F)F)C1 (stereo not given),x,-6,-5,-0.1,-6,-4,x,4,-4,-4
O=C(CNC(=O)c1ccc(Br)o1)NNC(=O)c1n[nH]c(=O)c2ccccc12,1.1,6,0,0.6,-4,-1,-2,8,0,-1
CCCCNC(=O)C1CC(c2ccccc2[N+](=O)[O-])=NO1 (stereo not given),-0.8,-8,1,-1.3,-9,1,8,15,0,-3
Cn1c(CCNC(=O)c2ccco2)nc2cc(NC(=O)c3ccco3)ccc21,-0.5,-2,0,-0.6,-7,4,39*,x,-7,-4
Cc1ccc(Cl)cc1N1CCN(CC(O)COC(C)C)CC1 (stereo not given),-1.1,-1,-4,-2.3,-5,-4,-4,-2,6,1
O=C(CNC(=S)NC(=O)c1ccc(Cl)cc1)c1ccccc1,-2.6,1,-4,0.2,-4,-5,3,13,8,-1
COc1cc(CCC(=O)OCC(=O)Nc2nc(C)c(Cl)cc2Cl)cc(OC)c1OC,-0.6,-12,-3,-2.0,x,4,x,6,-5,-1
CC(C)(C)c1ccc(C(=O)NNC(=O)C2CCCCC2)cc1,0.8,-2,0,-0.3,-2,-4,x,29,-8,2
O=C(Nc1nc2cc3c(cc2s1)OCO3)C1CCCCC1,-0.8,-2,-2,-2.5,4,1,32*,76,-11,-2
CSC(=NC#N)N1CCN(c2ccccc2)CC1,-3.8,8,-2,-1.1,-6,-1,x,1,4,x
COc1ccccc1N1CCN(C2CCN(C(=O)COc3cccc(C)c3)CC2)CC1,1.5,-3,-2,-2.1,16,1,x,1,-1,-2
CCN(CC)S(=O)(=O)c1cc(C(=O)Nc2nncs2)c(Cl)cc1Cl,1.5,3,-2,-2.0,-1,-1,x,4,-1,x
CCOc1ccc(/C=C/C2=NNC(=O)CC2)cc1,1.9,-4,1,-0.4,5,-4,12,10,-1,-2
Cc1nnsc1C(=O)Nc1ccc(S(=O)(=O)N2CCCCC2)cc1,0.9,2,3,-2.2,14,1,0,-13,-6,23
Cc1cc(C(=O)NCc2ccco2)c2ccccc2n1,0.4,-2,-2,0.6,4,2,-4,-5,-2,3
CCOc1cc(C)ccc1OCc1nnc(SCC(=O)c2cccc([N+](=O)[O-])c2)n1CC,13,-9,0,-1.1,-4,3,x,-13,-5,9
COc1ccccc1OCC(=O)Nc1cc(C)ccc1NC(=O)c1ccco1,-0.2,-10,3,-0.6,-5,-4,3,-3,0,-3
COc1ccc(CN/C(C)=C(/C#N)C(N)=O)cc1OC,4.8,-2,8,-0.1,-8,2,0,x,1,-1
N#CC1=C(N)C(C#N)(C#N)C(c2ccc[nH]2)C2CCCC=C12 (stereo not given),5.4,-1,2,-2.2,-1,5,1,-3,-12,-1
Oc1ccc(Br)cc1-c1ccn[nH]1,5.5,20,0,-0.7,0,-2,-8,21,-4,-6
CN1/C(=C/C=N/NC(=O)c2ccc([N+](=O)[O-])cc2)C(C)(C)c2ccccc21,-3.0,-7,3,-0.5,0,-3,-3,12,-3,2
C#CCOCCOCCOCCNc1nc(N2CCN(C(=O)C([C@@H](C)O)n3cc([C@@H](N)CCCCN)nn3)CC2)nc(N2CCN(C(=O)[C@H](CCC(=O)O)n3cc([C@@H](N)[C@H](C)CC)nn3)CC2)n1 (stereo not given in full),-1.5,8,-3,-1.5,3,0,-1,3,-15,-6
COC(=O)c1ccccc1S(=O)(=O)N1CCC(C(=O)N(C)CCOc2ccccc2)CC1,-3.5,12,3,-1.2,4,3,1,4,-9,8
CCN(CC(=O)Nc1ccc(NC(C)=O)cc1)C(=O)CCCN1C(=O)c2ccccc2C1=O,1.2,-7,-1,-1.3,-1,-1,-2,-3,-6,2
Cc1cccnc1NC(=O)Nc1cccc2ccccc12,1.2,2,-1,0.0,-9,-2,x,12,4,-2
N=c1oc2ccccc2cc1C(=O)Nc1ccccc1,2.9,-3,0,-4.5,1,6,-2,x,-18,1
O=C(NCCNS(=O)(=O)c1ccccc1)c1cc(OCC(F)(F)F)ccc1OCC(F)(F)F,2.2,-8,-3,0.0,11,-6,-11,33,-11,3
CC(C)(C)C(=O)NC1(C(F)(F)F)N=C2SCCN2C1=O (stereo not given),-0.3,9,-1,0.0,-10,-5,-8,4,2,0
S=C(NC1CCCC1)NC1CC1,0.0,-4,0,-2.7,3,1,-2,6,-3,-4
CCc1nn2c(=O)c(S(=O)(=O)Nc3ccc(Cl)cc3)c(C)nc2s1,-3.7,-14,0,-1.1,6,-5,-5,-12,-8,x
O=C(NCCc1cccc(Cl)c1)c1ccc2c(c1)OCO2,1.6,-6,3,-1.6,-3,-3,45*,27,-8,0
COc1ccc(NC(=O)CCCC(=O)c2ccccc2)cc1OC,1.0,-3,-1,-0.6,7,1,5,x,2,3
COc1ccc(NC(=O)c2ccc(Oc3ncccn3)cc2)cc1,2.0,u,1,-1.8,-8,1,2,30,-9,-4
NC(=O)c1nsc(C(=O)N(c2cccc(F)c2)C(C(=O)NCC2CCCO2)c2ccc3ncccc3c2)c1N (stereo not given),0.9,1,3,-2.9,-4,-2,4,16,-2,0
CSCCC(NC(=O)c1cccc(S(=O)(=O)N2CCOCC2)c1)C(=O)Nc1cccc(C)c1 (stereo not given),-0.3,6,-3,-4.2,-6,7,-2,-5,-4,-2
CC1CN(C(=O)c2ccc(C(=O)c3ccccc3)cc2)CC(C)O1 (stereo not given),0.2,-3,11*,-2.6,15,8,-4,-4,0,0
COc1cc(CNCc2ccccc2C(F)(F)F)cc(OC)c1,1.1,-12,-1,-0.9,12,3,-1,-8,-7,x
Cc1ccc(C(C)C)cc1OCC(=O)NCCCn1ccnc1,-5.8,4,6,0.0,0,8,-3,-12,-7,-3
CCOc1cc(C(=O)NCc2ccc(F)cc2)ccc1OCC(=O)N1CCCCC1,2.4,3,0,-0.5,2,-3,-2,4,-12,-3
CCN(CC(=O)Nc1ccc(NC(C)=O)cc1)C(=O)C1CC(=O)N(CCc2ccc(OC)c(OC)c2)C1 (stereo not given),0.2,-6,0,-2.4,-2,1,-1,5,-2,-1
CC(C)C(=O)NCCc1nc2ccccc2n1CCCOc1ccc(Cl)cc1,-1.0,6,21,-2.5,4,2,x,21,1,-2
CCN(CC(=O)NC1CC1)S(=O)(=O)c1ccc(C)cc1,0.0,8,0,-1.4,0,-5,1,-8,-2,0
CSc1ccc(Cl)c(C(=O)NCCCn2ccnc2)c1,0.4,11,-2,1.5,-4,-4,-3,-4,-10,-2
COc1ccc(S(=O)(=O)N2CCCCCC2)cc1C(=O)NCc1ccc(C)cc1,-0.8,-9,-3,-1.4,0,-3,-2,-5,-8,x
Nc1c(C(=O)N2CCCC2)sc2nc3c(cc12)CCCCCC3,0.3,5,1,-0.2,-5,1,9,63,-7,-3
COCC(=O)OCc1cc2cccc(C)c2[nH]c1=O,0.9,-4,-1,-3.2,-7,-3,42*,3,0,-2
S=C1NCCc2ccccc2C1c1ccccc1 (stereo not given),-1.4,1,0,-1.0,-2,4,x,7,-8,-3
CCOC(=O)CSc1nc2cc(C(=O)N3CCCC3)ccc2c(=O)n1Cc1ccccc1,0.9,-3,-2,-2.1,10,-3,x,-9,-9,4
CCOc1ccc(CN(C)C(=O)CCl)cc1,0.0,-6,-4,-0.7,-13,1,1,-37,3,-2
O=C(O)Cc1nc2nc3c(c(=O)n2[nH]1)CCCC3,-1.4,6,2,-0.7,-16,2,3,x,-1,1
CCC(CC)C(=O)Nc1c2c(nn1-c1ccc(F)cc1)CS(=O)(=O)C2,0.9,-9,0,0.0,-7,1,0,-3,7,-14
CCOc1ccc(NC(=O)C2CCCN(S(=O)(=O)c3cccc4nsnc34)C2)cc1 (stereo not given),-0.3,-1,3,-2.2,7,4,1,0,5,-2
# Further compounds.
SMILES,CDK5 p35 inh,Tat export inh,V-ATPase pH,CAL PDZ FP-1,Rtt109 Vps75,RTF Ca sens act,Wnt act,MITF TRPM1 HTS,dFosB activator,CAL PDZ FP-2
CC(=O)Nc1sc2c(c1C#N)CCN(Cc1ccccc1)C2,0.2,0,0,-0.5,22,3,1,x,1,-3
CC(C)(C)NC(=S)NCc1ccc2c(c1)OCO2,-1.0,2,-3,-2.7,-5,1,-2,-5,-5,-4
CCOC(=O)N1CCN(C(=O)COC(=O)CNC(=O)c2ccc(C)cc2)CC1,0.1,24,-1,0.5,9,1,-3,9,-1,x
COc1ccccc1-c1cccc([C@@H]2C[C@H]3[C@@H](CN2)CON3C)c1,-1.4,-6,-2,0.1,-19,-2,0,0,-1,4
